BoNT-F LC inh: BoNT F light chain protease inhibition. Multiplex microsphere protease cleavage assay, flow cytometry. AID 588497. inhibition, % at 10 µM. 360,000 compounds, 0.22% hits; in the data active means inhibition above about 35%, passing the limit was not always enough; inconclusive means no clear call, values can overlap the other calls; further: plate controls were buffer without enzyme for full effect and enzyme alone for no effect
FadD28 FP inh: blocks FadD28 binding to the bisubstrate probe. fluorescence polarization. inhibition, % at 12.5 µM. 360,000 compounds, 0.22% hits. AID 588549; in the data active means inhibition above about 8.5%, passing the limit was not always enough; inconclusive means no clear call, values can overlap the other calls
Mtb BioA inh: inhibitors of Mycobacterium tuberculosis BioA enzyme; purified M. tuberculosis BioA enzyme, plate reader; inhibition, % at 9.99 µM; 360,000 compounds, 0.096% hits; AID 602481; in the data active means inhibition above about 40%; inconclusive means no clear call, values can overlap the other calls
PfHsp40 yeast: restores yeast growth despite PfHsp40 toxicity; growth rescue, % at 12.5 µM; 340,000 compounds, 0.68% hits; S. cerevisiae expressing PfHsp40, growth rescue, ATP luminescence; in the data active means growth rescue above about 28%, passing the limit was not always enough; inconclusive means no clear call, values can overlap the other calls;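 further: yeast W303a lacking pdr1 and pdr3 grown in galactose medium; growth measured after three days at 30 °C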
Mtb UGM inh: Mtb UDP-galactopyranose mutase inhibition; purified UGM, fluorescence polarization probe displacement; inhibition, % at 10 µM; 320,000 compounds, 0.06% hits; AID 504406; in the data active means inhibition above about 10%, passing the limit was not always enough; inconclusive means no clear call, values can overlap the other calls
Target sequence (P9WIQ1 whole entry, looked up): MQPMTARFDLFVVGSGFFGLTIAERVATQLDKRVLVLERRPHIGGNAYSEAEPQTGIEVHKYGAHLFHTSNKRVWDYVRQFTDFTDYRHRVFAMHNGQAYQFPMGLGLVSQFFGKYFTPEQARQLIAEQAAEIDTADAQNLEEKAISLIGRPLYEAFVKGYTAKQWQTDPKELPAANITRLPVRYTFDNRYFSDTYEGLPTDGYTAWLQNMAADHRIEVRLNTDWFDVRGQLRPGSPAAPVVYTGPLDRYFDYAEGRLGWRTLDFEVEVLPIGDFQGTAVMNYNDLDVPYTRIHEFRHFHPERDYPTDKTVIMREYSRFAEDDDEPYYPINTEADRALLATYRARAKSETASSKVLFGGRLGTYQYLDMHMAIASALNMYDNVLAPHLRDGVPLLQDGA
Anthrax LF prot: blocks Bacillus anthracis lethal factor protease; P15917; multiplex microsphere protease cleavage assay, LF; inhibition, % at 10 µM; 360,000 compounds, 0.12% hits; AID 588501; further: plate controls were buffer without enzyme for full effect and enzyme alone for no effect
GDH-TPI inh: counter-screen for M. tuberculosis FBA inhibitors: GDH-TPI coupled enzymes; inhibition, % at 4.8 µM; 360,000 compounds, 1.2% hits; GDH-TPI coupled enzyme counterscreen, NADH absorbance; in the data active means inhibition above about 30%;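 further: 0% = DMSO wells and 100% = wells lacking the enzyme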
BoNT A protease: inhibitors of Botulinum neurotoxin A light chain protease; multiplex microsphere protease substrate cleavage, flow cytometry; inhibition, % at 10 µM; 360,000 compounds, 0.17% hits; AID 588499; further: plate controls were buffer without enzyme for full effect and enzyme alone for no effect
Mtb FBA inh: inhibitors of M. tuberculosis fructose-bisphosphate aldolase | 360,000 compounds, 2.3% hits | purified M. tuberculosis FBA, fluorescence read-out | P9WQA3 | inhibition, % at 1 µM | AID 588726; in the data active means inhibition above about 27%;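 further: 0% = vehicle and 100% = reference inhibitor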
Target sequence (P9WQA3 whole entry, looked up): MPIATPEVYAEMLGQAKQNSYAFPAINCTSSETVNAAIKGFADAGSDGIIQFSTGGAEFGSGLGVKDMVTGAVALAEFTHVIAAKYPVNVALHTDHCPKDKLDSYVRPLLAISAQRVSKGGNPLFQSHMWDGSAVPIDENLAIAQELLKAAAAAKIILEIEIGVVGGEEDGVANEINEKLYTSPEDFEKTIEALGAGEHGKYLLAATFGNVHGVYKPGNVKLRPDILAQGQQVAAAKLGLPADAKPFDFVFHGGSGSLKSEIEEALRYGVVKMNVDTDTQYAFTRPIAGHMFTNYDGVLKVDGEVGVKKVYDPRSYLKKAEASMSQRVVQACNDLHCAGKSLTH
* = called active by the depositor; ? = inconclusive; · = not tested or not shown; & = joins results of further samples. Unless noted, no stated cut-off is given here; in the data, active means inhibition above about 30%; inconclusive means no clear call, values can overlap the other calls; inactive means below that.

SMILES | BoNT-F LC inh | FadD28 FP inh | Mtb BioA inh | PfHsp40 yeast | Mtb UGM inh | Anthrax LF prot | GDH-TPI inh | BoNT A protease | Mtb FBA inh
FC(F)(F)c1cccc(NC2=NCCCS2)c1 | 4.8 | -0.3 | -0.4 | -1.9 | 0.3 | -1.3 | 0.5 | -0.9 | 1.8
COc1cc(NC2=CC(=O)CC(C)(C)C2)cc(OC)c1 | 1.4 | -4.0 | -1.2 | -1.0 | 1.0 | -3.1 | 19.4 | -0.2 | -2.2
NNC(=O)c1nc2ccccc2s1 | 5.2 | -4.1 | -2.7 | · | · | -4.0 | 14.3 | 0.0 | -3.9
CCc1c(O)nc(SCC(=O)N2CCc3cc(OC)c(OC)cc3[C@@H]2C)[nH]c1=O | -3.2 | -0.7 | -0.5 | 0.3 | 3.3 | -3.7 | 9.8 | -0.1 | 3.3
CCN1C(=O)CC(N2CCN(c3ccc(OC)cc3)CC2)C1=O (stereo unspecified) | -1.9 | -2.2 | -0.9 | 1.0 | -2.4 | -2.5 | 6.4 | -0.1 | 7.3
COC(=O)c1ccc(NC(=O)CSc2nc3cccnc3n2C)cc1 | 0.7 | -1.3 | 0.0 | -0.6 | -2.4 | 2.2 | -0.9 | -0.4 | 3.1
CCOc1ccc2[nH]c(=O)c(CN(CCCO)S(=O)(=O)c3ccc(F)cc3)cc2c1 | -15.2 | -3.5 | 0.7 | -0.8 | -1.8 | 8.6 | -1.9 | -2.4 | 10.6
CCCC(=O)N1CCC(CCC(=O)NC2CC2)CC1 | -2.4 | -3.4 | -2.0 | 1.1 | 3.2 | 3.2 | -6.3 | 1.3 | -7.6
Cc1ccc(-c2nn[nH]n2)o1 | 4.9 | -2.9 | -2.2 | -0.4 | -3.7 | 3.1 | 3.6 | 0.5 | 2.2
Nc1ccc(C=Cc2ccc(N)cc2)cc1 | -9.4 | -0.9 | 0.7 | · | · | -7.3 | · | -0.5 | 88.0*

Sorted by number of heavy atoms (rising): part of the list above
SMILES | BoNT-F LC inh | FadD28 FP inh | Mtb BioA inh | PfHsp40 yeast | Mtb UGM inh | Anthrax LF prot | GDH-TPI inh | BoNT A protease | Mtb FBA inh
Nc1ccc(C=Cc2ccc(N)cc2)cc1 | -9.4 | -0.9 | 0.7 | · | · | -7.3 | · | -0.5 | 88.0*
COc1cc(NC2=CC(=O)CC(C)(C)C2)cc(OC)c1 | 1.4 | -4.0 | -1.2 | -1.0 | 1.0 | -3.1 | 19.4 | -0.2 | -2.2
COC(=O)c1ccc(NC(=O)CSc2nc3cccnc3n2C)cc1 | 0.7 | -1.3 | 0.0 | -0.6 | -2.4 | 2.2 | -0.9 | -0.4 | 3.1

(further entries)
SMILES | BoNT-F LC inh | FadD28 FP inh | Mtb BioA inh | PfHsp40 yeast | Mtb UGM inh | Anthrax LF prot | GDH-TPI inh | BoNT A protease | Mtb FBA inh
C=CCNc1nc2ccccc2nc1NS(=O)(=O)c1cccc(C)c1 | -16.3 | 0.4 | -0.8 | -1.3 | 0.8 | -3.7 | 16.4 | -1.6 | 8.3
CCn1c2ccc(C)cc2c2nc3cc(C(=O)O)ccc3nc21 | -9.0 | -4.8 | · | 311.9* | 1.6 | -0.6 | 13.6 | 0.3 | 5.4
Cc1ccc(C(=O)CSc2nnc(COc3cc(C)cc(C)c3)o2)cc1 | · | -1.6 | -0.2 | -0.8 | 0.2 | · | 3.0 | · | 0.4
CN=C(Nc1cc(C)nn1CCC#N)c1ccc(F)cc1 | 1.8 | 0.2 | -1.7 | 1.4 | -0.1 | 2.5 | 4.6 | 0.4 | 0.2
COc1ccc(C(=O)Nc2ccccc2C(=O)NCCN2CCOCC2)cc1 | -4.3 | -2.5 | 2.9 | 0.1 | 0.4 | -2.7 | -1.9 | -0.5 | -2.0
O=C(COC(=O)c1ccc(O)cc1)NCCCc1ccccc1 | -2.3 | -1.9 | -2.4 | -0.8 | · | -2.2 | 3.7 | -1.0 | 0.6
Cc1ccc2cccc(NC(=O)C(F)(F)F)c2n1 | -13.3 | -3.6 | 2.9 | 1.2 | 0.4 | 4.4 | -2.3 | 0.0 | 5.2
O=C(Nc1ccc(N2CCN(C(=O)c3ccco3)CC2)cc1)c1cccs1 | -7.9 | -0.6 | 5.3 | 1.0 | -0.3 | -1.6 | 5.2 | -0.3 | -2.1
COc1cc(/C=C/C(=O)Nc2ccc(N3CCCCC3)c(S(=O)(=O)Nc3ccccc3Cl)c2)cc(OC)c1OC | 5.1 | 0.0 | · | 0.7 | 1.3 | -3.1 | 27.3 | 0.6 | -0.1
CC1(C(=O)NS(=O)(=O)c2ccc(Cl)cc2)CCN1C(=O)C/C=C/c1ccccc1 (stereo unspecified) | -6.9 | -2.1 | -1.1 | · | · | -3.3 | -0.4 | -0.6 | 0.5
COc1ccc(OC)c(C(=O)NC(CC(N)=O)c2ccc(N3CCN(c4ccccn4)CC3)c([N+](=O)[O-])c2)c1 (stereo unspecified) | -3.3 | -1.7 | 2.7 | 0.2 | 0.6 | 6.7 | 10.6 | 0.1 | 1.4
CC(Cc1ccccc1)C(=O)NCc1nc2ccccc2s1 (stereo unspecified) | 8.5 | -1.7 | -0.2 | 1.0 | -1.2 | 16.0 | 6.8 | 1.9 | 2.6
O=C(NCc1ccccc1)C1=C[C@@H](c2ccc3c(c2)OCO3)C[C@@H](OCCCCO)O1 | -10.2 | -3.8 | 2.5&1.0 | -0.8 | 1.7 | 1.3 | -7.6 | 0.5 | 0.5
Cc1nc(-c2ccc(Cl)cc2)sc1C1(C)CC(c2ccc(C#N)cc2)=NO1 (stereo unspecified) | -6.4 | -3.2 | -1.2 | 0.6 | 1.7 | -3.3 | 2.5 | 0.3 | -0.3
CCOC(=O)C(C)On1c(-c2cccc(Cl)c2)nc2ccc([N+](=O)[O-])cc21 (stereo unspecified) | -1.0 | -2.0 | 2.2 | 3.4 | -0.6 | -11.1 | 15.6 | -0.1 | -3.0
Cc1ccc(-c2noc(CN(C(=O)C(c3ccccc3)c3ccccc3)C(C)C)n2)cc1 | -7.3 | -3.4 | 1.5 | 2.9 | 2.3 | -4.2 | 7.8 | -2.4 | -2.0
Cc1ccc(Nc2nc(N)nc(COC(=O)C3=COCCO3)n2)cc1 | 15.8 | -1.0 | 0.1 | 0.2 | 0.8 | 8.4 | 14.4 | 1.4 | 2.7
O=C(Nc1ccccn1)c1ccc(Cl)c(S(=O)(=O)N2CCc3ccccc32)c1 | 1.8 | 0.2 | 0.0 | -0.4 | -0.5 | 3.0 | 7.6 | 0.4 | 3.2
Nc1ccc(C(=O)O)cc1[N+](=O)[O-] | -6.7 | -1.5 | -1.2 | 0.1 | -0.6 | -6.4 | 13.4 | -1.2 | -4.5
O=C(c1ccco1)N1CCN(C(=O)c2cccn3c(=O)c4c5c(sc4nc23)CCCC5)CC1 | 1.8 | -1.4 | · | 0.3 | · | -4.6 | 27.7 | 1.4 | 33.6*
COc1cc(CCCN2CCNC[C@H]2Cc2ccc(O)cc2)cc(OC)c1OC | -1.4 | -0.8 | -0.2 | -1.2 | 3.9 | 2.3 | -0.9 | -0.3 | 2.9
O=C(Nc1ccccc1)N1CCC(=S)Nc2ccccc21 | -4.6 | 0.2 | · | 1.0 | -0.8 | 0.3 | 2.6 | -0.8 | 1.8
CCC(C)(C)C1CCC2(CC1)NC(=S)N(c1ccccc1)N2 (stereo unspecified) | ? | -2.5 | · | 0.3 | 0.3 | -10.6 | -1.9 | ? | 1.9
O=C(COC(=O)CC1CC2CCC1C2)Nc1ccc(F)cc1Cl (stereo unspecified) | -1.0 | -2.4 | -0.3 | 12.5 | -0.7 | 0.9 | 0.0 | 0.9 | -1.1
N#Cc1cc2cc3c(cc2nc1N1CCOCC1)OCO3 | -29.2 | -3.6 | -2.8 | 0.3 | 5.4 | 7.3 | 0.6 | 0.8 | 111.9*
COP(=O)(OC)C(=NNS(=O)(=O)c1ccc(C)cc1)c1ccccc1 | 6.7 | -0.9 | -0.2 | · | · | -8.8 | 10.8 | 0.5 | 0.9
COc1ccc(OC)c(C2=NOC(C(=O)NCCN3CCOCC3)C2)c1 (stereo unspecified) | 4.8 | 0.8 | · | -1.5 | 5.3 | -3.7 | 8.1 | ? | 3.6
CN(c1ccccc1)S(=O)(=O)c1ccc(Cl)c(C(=O)OCC(=O)c2c(N)n(C)c(=O)n(C)c2=O)c1 | -3.3 | -3.1 | 0.0 | 0.4 | · | -6.7 | 1.4 | -0.2 | 1.7
CCC(=O)Nc1cccc(C2=NN(c3ccccc3)C(c3ccc(OC)cc3)C2)c1 (stereo unspecified) | -7.8 | -1.6 | -3.7 | -0.2 | 1.3 | -8.8 | 13.8 | -1.0 | 77.1*
COc1ccc(C(=O)NNC(=O)c2ccc3ccccc3n2)cc1 | -8.0 | 0.4 | 12.3 | -0.4 | -1.1 | -2.0 | 16.9 | -0.1 | 8.4
O=C(CSc1nnc(-c2ccc(O)cc2)o1)N1CCOCC1 | -20.7 | -2.4 | -0.3 | 2.7 | -1.1 | 5.2 | 3.7 | -0.4 | 4.7
CC(C)N(C(=O)c1ccc(Cc2cn(C)c3ccccc23)nc1)C(C)C | -2.4 | -0.9 | -0.3 | · | · | -1.6 | 2.4 | -0.6 | -0.2
O=C(NCc1cccnc1)[C@@H]1CC=C[C@@H]2CCN(Cc3ccccc3)C(=O)[C@@H]21 | -7.9 | -0.5 | -1.1 | -1.1 | 4.4 | -6.0 | 6.0 | -0.6 | 4.4
O=C(O)c1cccc2c1-c1ccc([N+](=O)[O-])cc1C2=O | -3.1 | -0.7 | · | -2.1 | · | -5.7 | 4.3 | -0.2 | -2.9
CC(NC(=O)Cn1cccc1C(=O)c1ccccc1)c1ccc2c(c1)OCCO2 (stereo unspecified) | -1.3 | -1.3 | · | 0.8 | 2.8 | -2.6 | 3.8 | 0.2 | 0.2
CCOc1ccc2[nH]c(=O)c(CN(CC3COCCO3)C(=O)C3CC3)cc2c1 (stereo unspecified) | -0.9 | -2.3 | -0.8 | -0.7 | 0.0 | -1.4 | 10.6 | -0.1 | 8.8
O=C(Nc1ccccc1)N1CCCc2ccccc21 | -0.2 | -3.2 | -1.3 | 0.4 | -0.6 | 2.8 | -6.4 | 0.4 | -1.9
COc1ccc(OC)c(C2C(C#N)=C(N)Oc3c2c(C)nn3-c2ccc(C)cc2)c1 (stereo unspecified) | 29.3 | 1.4 | 0.3 | -1.5 | -0.3 | -5.9 | 7.8 | 0.2 | -0.1
CCOC(=O)c1cc(-c2sc(NC(=O)c3ccccc3)nc2C)n(-c2ccc(Br)cc2)n1 | -3.3 | 0.5 | · | · | · | 0.2 | 22.3 | -0.4 | 3.1
Cc1cc(C)cc(NC(=O)COC(=O)C2CC3C=CC2C3)c1 (stereo unspecified) | -5.8 | 0.0 | 0.5 | · | · | 3.6 | -3.5 | 0.0 | 0.4
O=c1c2c(-c3ccc([N+](=O)[O-])cc3)ccnc2[nH]n1-c1ccccc1 | 1.1 | -3.0 | 0.7 | -0.1 | -1.3 | -3.4 | -3.5 | -0.6 | 3.0
COc1ccc(-c2[nH]ncc2CN(C)Cc2nonc2C)c(OC)c1 | -1.0 | -1.9 | · | -0.2 | 4.5 | -6.4 | 16.9 | -0.2 | 1.8
COc1ccc(-c2ccc(S(=O)(=O)N3CCOCC3)cc2)cc1 | 5.1 | -2.8 | · | 0.2 | -0.4 | -0.6 | -7.8 | 0.8 | 44.5*
O=[N+]([O-])c1ccc(N2CCNCC2)cc1Sc1ccccn1 | -10.9 | -1.1 | · | 0.3 | 2.2 | 0.1 | 9.3 | -0.4 | -4.3
c1ccc(CNc2ncnc3c2cnn3-c2ccccc2)cc1 | -5.5 | -3.0 | 1.2 | 2.6 | -0.3 | -2.1 | 10.1 | -0.2 | 5.0
CN(C(=O)CSc1nnnn1-c1ccc(O)cc1)C1CCS(=O)(=O)C1 (stereo unspecified) | -5.8 | -0.6 | -0.7 | -0.6 | -0.3 | -0.4 | 6.3 | 0.1 | 14.8
N#CC(=Nc1cccc(F)c1)C1=C(O)c2ccccc2C1=O | -12.2 | -0.8 | · | · | · | -14.0 | · | -0.9 | -4.9
CCCCN1C[C@H](O)[C@@H](O)[C@H](O)[C@H]1CO | -6.7 | -0.1 | 0.5 | -0.4 | -0.3 | -7.9 | 6.3 | -1.1 | -1.1

High-throughput results from PubChem BioAssay.
